ASAP1 inh = inhibitors of human ASAP1 ArfGAP activity. 360,000 tested, 0.19% active. Q9ULH1. ASAP1-stimulated ARF1 GTP hydrolysis, GDP FP detection. inhibition, % at 16.5 µM. AID 624377; in the data active means inhibition above about 25%;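 further: 0% = vehicle with enzyme and substrate and 100% = no enzyme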
NPR1 activator = GC-A (human) enzyme activation. HEK293 GC-A cells, cGMP TR-FRET, EC30 ANP; 0% at EC30 ANP, 100% saturating ANP. activation, % at 10 µM. 370,000 tested, 0.14% active; in the data active means activation above about 40%
NR1D1 modulator = modulates human Rev-erb alpha binding to DNA | Rev-erbα–FITC-DNA binding, fluorescence polarization, 90 min | 370,000 tested, 0.79% active | activity, % at 10 µM;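 active means activity above about 14%, limit read from the data; passing the limit was not always enough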;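 further: 0% = DMSO wells with 35 nM protein and 100% = DMSO wells with 750 nM protein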
ARFGAP1 inhibitor = inhibits rat ARF GTPase activating protein 1 | Q62848 | Arfgap1-stimulated ARF1 GTP hydrolysis, GDP FP detection | inhibition, % at 16.5 µM | 360,000 tested, 0.26% active;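 active means inhibition above a per-plate limit, mean inhibition of low control wells plus 3 SD, cut at about 25% in these data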;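 further: 0% = DMSO wells with enzyme and 100% = wells lacking Arfgap1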
Target sequence (Q62848 1-136 limits assumed): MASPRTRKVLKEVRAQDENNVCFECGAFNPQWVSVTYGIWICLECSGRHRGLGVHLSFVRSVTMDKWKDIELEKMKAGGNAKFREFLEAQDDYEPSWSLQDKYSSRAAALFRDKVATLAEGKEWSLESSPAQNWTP
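Replicates: Single well per compound | Assay system: Truncated rat Arfgap1 GAP domain | Control set: No-Arfgap1 wells (100%) versus DMSO full-reaction wells (0%) | Times: Enzyme reaction 120 min at 25 °C after 20 min preincubation | Reagent: Human ARF1(Δ1-17)-GTP substrate | Measured by: Tracer-displacement fluorescence polarization with EDTA stop, 620/688 nm | Measure: Percent inhibition of Arfgap1-stimulated GTP hydrolysis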
GC-B act = GC-B (human) receptor activation; P20594; HEK293-GC-B cells, CNP EC30, cGMP TR-FRET; 0% at EC30 CNP, 100% saturating CNP; activation, % at 10 µM; 370,000 tested, 0.11% active;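 active means activation at 10 µM reaching about 35% in either raw or pattern-adjusted values, limit read from the data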
PG9 Ab binder = PG9 antibody binding by small molecule; inhibition, % at 6.7 µM; AID 624416; 360,000 tested, 0.43% active; TR-FRET gp120-PG9 antibody binding; in the data active means inhibition above about 8.5%
ABHD4 inh = inhibits mouse alpha/beta hydrolase domain 4; Q8VD66; purified mABHD4, FP-Rh probe fluorescence polarization; inhibition, % at 8.92 µM; 370,000 tested, 0.54% active; AID 720543;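 active means inhibition exceeding the mean over every tested compound plus 3 SD, cut at about 30% in these data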;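 further: 0% = plate median of compound wells and 100% = S159A mutant with DMSO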
Target sequence (Q8VD66 whole entry, looked up, the tested form may be a part): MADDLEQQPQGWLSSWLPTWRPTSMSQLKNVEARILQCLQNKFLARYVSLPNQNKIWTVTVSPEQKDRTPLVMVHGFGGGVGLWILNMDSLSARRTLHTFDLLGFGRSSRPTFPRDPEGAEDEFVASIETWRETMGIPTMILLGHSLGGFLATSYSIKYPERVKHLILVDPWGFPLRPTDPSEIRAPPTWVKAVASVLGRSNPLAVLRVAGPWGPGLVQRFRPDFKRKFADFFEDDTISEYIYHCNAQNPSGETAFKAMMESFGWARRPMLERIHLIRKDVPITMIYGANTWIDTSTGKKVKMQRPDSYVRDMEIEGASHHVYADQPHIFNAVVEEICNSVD
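system = mouse ABHD4 enzyme, wild type | medium = HEPES pH 7.0, NaCl, Pluronic buffer | also added = FP-Rh probe | incubation = Enzyme–compound pre-incubation 45 min, then probe 60 min, both 25 °C | technique = fluorescence polarization, excitation 525 nm, emission 598 nm, BODIPY TMR filters | controls = S159A mutant high control, sample median low control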
SMARCA2 activ = increases SMARCA2 function in MMTV reporter cells; MG213 cells, MMTV-luciferase reporter, dexamethasone, overnight; activation, % at 9.1 µM; 370,000 tested, 1% active; in the data active means activation above about 7.8%;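 further: 0% = vehicle wells and 100% = reference activator wells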
HTRA1 inhibitor = blocks human HTRA1 serine peptidase; inhibition, % at 5.96 µM; Q92743; 340,000 tested, 0.5% active; recombinant HTRA1, FP-rhodamine activity-based probe, fluorescence polarization; in the data active means inhibition above about 36%;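 further: 0% = enzyme with DMSO and 100% = wells lacking enzyme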
Target sequence (Q92743 whole entry, looked up): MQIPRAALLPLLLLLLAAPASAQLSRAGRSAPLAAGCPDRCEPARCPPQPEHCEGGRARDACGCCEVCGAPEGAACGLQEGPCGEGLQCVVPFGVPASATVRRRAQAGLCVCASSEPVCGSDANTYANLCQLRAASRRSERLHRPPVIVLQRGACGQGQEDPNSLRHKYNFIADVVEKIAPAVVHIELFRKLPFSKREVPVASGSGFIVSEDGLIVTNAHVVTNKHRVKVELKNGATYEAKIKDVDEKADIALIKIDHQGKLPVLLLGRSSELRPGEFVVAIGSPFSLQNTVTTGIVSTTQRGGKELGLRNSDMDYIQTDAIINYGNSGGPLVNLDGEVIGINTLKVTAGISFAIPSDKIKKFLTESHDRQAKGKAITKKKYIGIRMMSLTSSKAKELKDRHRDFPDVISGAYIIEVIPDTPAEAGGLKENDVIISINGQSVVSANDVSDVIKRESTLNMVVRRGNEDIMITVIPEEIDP
rCAG RNA binder = binds r(CAG) RNA repeats | inhibition, % at 3 µM | r(CAG) RNA repeat, TO-PRO-1 dye displacement fluorescence | 370,000 tested, 1.3% active;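 active means inhibition above the plate cutoff, the mean of all test compounds on that plate plus 3 SD, cut at about 35% in these data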;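 further: 0% = DMSO alone and 100% = 100 µM mitoxantrone as full dye displacement; higher means more dye released from RNA so lower well fluorescence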
* = called active by the depositor; . = not tested or not shown.

SMILES	ASAP1 inh	NPR1 activator	NR1D1 modulator	ARFGAP1 inhibitor	GC-B act	PG9 Ab binder	ABHD4 inh	SMARCA2 activ	HTRA1 inhibitor	rCAG RNA binder
CCOC(=O)c1c(NC(=O)CC)sc(C(C)=O)c1C	11	4	-1	-2	4	3.8	-4	1	-1	-3
CCCCN1CC(COc2ccc(OC)cc2)OCCS1(=O)=O (stereo unspecified)	3	0	-1	-2	8	0.5	2	-2	.	2
CCN1CCN(Cc2c(O)c(Cl)cc3c(C)cc(=O)oc23)CC1	10	2	4	-1	-6	-0.8	7	3	2	1
CC(=O)Nc1nonc1NC(=O)COc1ccccc1	8	1	4	-2	0	-0.1	-1	-2	1	0
OC1CN=C2C=CC=CN2C1 (stereo unspecified)	-9	-3	2	-13	5	1.6	1	0	-3	2
Cc1cccc2cc(CN(CCCN(C)C)C(=S)NCCc3ccccc3)c(=O)[nH]c12	-3	-7	2	1	-8	0.3	-1	-1	6	0
CCOC(=O)C1CCN(Cc2c(O)ccc3ccccc23)CC1	-12	1	-1	13	5	-1.8	-3	-1	-1	-1
CC12CCC(C(=O)N(CCC#N)CCC#N)(CC1=O)C2(C)C (stereo unspecified)	2	2	-8	-1	3	0.0	-1	-1	1	1
Cc1cccc(-c2oc3ccccc3c2C#CCCCCO)c1	-9	-2	5	7	-18	-0.2	-40	6	-60	7
COc1cccc(OC)c1C(=O)N=c1sc2cc(S(C)(=O)=O)ccc2n1C	-8	5	1	-3	2	1.1	9	0	-9	-1
CSc1ncnc2[nH]ncc12	-10	4	7	5	4	1.4	-4	1	7	0
COC(=O)c1ccc(C2=NOC(C)(c3sc(-c4ccccc4)nc3C)C2)cc1 (stereo unspecified)	7	-4	-3	-2	1	1.2	-13	0	-17	6
N#CC1=C(SCC(=O)c2ccccc2)NC2=C(C(=O)CCC2)C1c1ccco1 (stereo unspecified)	0	6	1	-4	5	3.8	13	5	-6	18
O=C(c1cc2cc([N+](=O)[O-])ccc2s1)N1CCCCC1	2	1	-1	15	2	0.8	6	0	2	-2
Cc1cc(C(=O)Nc2ccc(S(=O)(=O)N3CCCC3)cc2)no1	-19	3	-8	-2	5	1.4	0	0	0	2
O=C(NCCCn1ccnc1)c1cccc(S(=O)(=O)Nc2ccc(F)cc2)c1	9	-1	7	9	-5	1.7	8	0	12	2
COc1ccc(C(=O)Oc2cc(C(=S)N3CCOCC3)ccc2OC)cc1	11	0	4	-3	7	-2.1	0	1	2	-2
O=C(CCc1nc2ccccc2c(=O)[nH]1)OCC(=O)N1CCN(S(=O)(=O)c2ccccc2)CC1	0	-1	3	1	-4	-3.6	7	-3	5	-7
CCCCOc1ccc(C(=O)NCC(=O)N2CCN(Cc3ccc4c(c3)OCO4)CC2)cc1	-14	5	-5	4	-3	1.4	2	-4	-7	-9
COc1ccc(CN2CCC(C(=O)Nc3ccc(Oc4ccccc4)nc3)CC2)cc1F	-13	0	1	-10	-1	1.1	4	-4	0	-4
CCCCCC(C)NC(=O)CN1C(=O)NC(C)(c2ccc3ccccc3c2)C1=O (stereo unspecified)	-4	0	-2	-3	-3	-2.1	-6	-3	-8	-6
O=c1c2ccccc2nc(-c2ccco2)n1CCCn1ccnc1	10	-2	-2	9	2	-3.5	-4	1	5	3
COc1cccc(C(=O)NN2CC(O)=C(c3nc(C)cs3)C2=N)c1	6	0	12	4	-2	1.0	3	-2	3	6
CCCCCCCCN1C(=O)[C@H](CC(=O)N2CCOCC2)C[C@@]2(C(=O)OC)CCCCC=C12	-9	5	2	-4	0	1.1	2	-1	.	0
CCOC(=O)c1c(NC(=O)CSc2nc3ccccc3s2)sc(C)c1C	11	4	-1	-5	12	-0.2	-17	-4	-35	8
(further entries)
SMILES	ASAP1 inh	NPR1 activator	NR1D1 modulator	ARFGAP1 inhibitor	GC-B act	PG9 Ab binder	ABHD4 inh	SMARCA2 activ	HTRA1 inhibitor	rCAG RNA binder
Nc1ccc2nn(-c3ccc(Cl)cc3)nc2c1	-3	37	-8	13	-6	2.5	4	1	-1	5
CCN1CCN(C(=O)c2cccc(OC3CCN(S(=O)(=O)N(C)C)CC3)c2)CC1	-1	-3	2	-3	3	-1.7	2	0	1	-6
COc1ccc(OC)c2sc(NC(=O)c3ccc(S(=O)(=O)N4CCOCC4)cc3)nc12	-12	-2	17	0	-2	-0.1	4	1	-7	2
Cc1nc(SCC(=O)NCc2ccco2)c2c3c(sc2n1)CCCC3	2	0	6	-7	1	-0.9	-10	0	-12	1
COc1ccc(-n2nc(C#N)c(Cl)cc2=O)cc1	-4	47*	-5	3	1	-0.1	0	-11	.	-1
CCON1C(=O)CN(C(=O)OC)C1c1ccc(Cl)cc1Cl (stereo unspecified)	-4	-5	-3	-1	2	2.6	-9	5	1	1
COc1cc(/C=C(/NC(=O)c2ccccc2)C(=O)Nc2ccccc2)c([N+](=O)[O-])cc1OC	-6	-6	11	-4	5	-2.0	0	-1	-6	3
COC(=O)c1cc2c(c3c4cc(C)ccc4n(S(=O)(=O)c4ccc(C)cc4)c13)C(=O)N(C)C2	-8	0	10	-2	6	-0.2	-2	-6	.	10
COc1ccc(CC(=O)N/N=C(\C)c2ccc(Br)s2)cc1	0	15	1	7	15	-1.2	-2	0	10	-3
O=C(O)C(Cc1c[nH]c2ccccc12)NS(=O)(=O)c1ccc(F)cc1 (stereo unspecified)	-3	2	-6	11	1	-0.9	0	2	-2	1
CC1(S(=O)(=O)O)CC(=O)c2ccccc2C1=O (stereo unspecified)	-4	6	6	-4	2	-1.6	-6	-3	3	2
O=C1CC[C@@H](CN(Cc2ccccc2)Cc2cn[nH]c2-c2cc3ccccc3o2)N1	18	-7	2	10	-7	0.5	2	-3	-20	-3
Cc1cc(C)cc(NC(=O)Nc2ccc(Cl)cn2)c1	-2	-1	-6	6	-1	-3.8	3	-1	-5	0
COCc1cc(N2CCN(C(=O)OC(C)(C)C)C[C@@H]2C)ccc1N1CCN(Cc2ccccc2)[C@@H](C)C1	-4	5	-4	8	9	-0.5	0	-7	.	1
Clc1ncc(CSc2ccccc2)s1	3	3	0	10	-3	0.5	-14	-1	3	0
COc1cccc(C(=O)NCC(C)(C)SCc2ccc(F)cc2)c1	-2	-6	0	-8	-3	-2.4	-5	4	-25	-9
C/C(=N\NC(=O)C(=O)Nc1cccc(C(F)(F)F)c1)c1ccc(Cl)s1	4	6	3	7	1	-0.8	3	-1	2	-1
COc1ccc(N(C)C(=O)CCC(=O)Nc2ccc3nc(N4CCOCC4)cc(C)c3c2)c(OC)c1	-3	-2	-1	4	-13	1.0	5	1	2	-6
O=C(CCS(=O)(=O)c1cccs1)Nc1ccc(C(=O)NC2CCN(Cc3ccccc3)CC2)cc1	7	7	-1	9	7	-3.3	1	1	-2	-7
CC1OC(C(C)(C)C)CC2=C1C(=O)OC(C)(C)O2 (stereo unspecified)	6	5	-3	-5	1	-1.1	5	2	.	2
COc1ccc2ccccc2c1CN1CCN(C)CC1	7	-5	0	5	4	1.6	6	-4	9	-3
N#Cc1nc(COc2ccccc2)oc1N1CCCC1	1	2	-2	-5	-3	0.3	-2	-3	4	-5
CC(C)COC(=O)N(C)C[C@@H]1OCc2cnnn2CCCC(=O)N([C@@H](C)CO)C[C@@H]1C	7	-1	-1	-7	3	0.5	8	2	-5	-1
CC(=O)NC1(C2CCCCC2=O)CCCCC1 (stereo unspecified)	10	-4	-5	-8	3	0.7	9	-1	2	-4
O=C(NCc1ccc(F)cc1)C(c1ccco1)N(C(=O)c1csnn1)c1ccccc1 (stereo unspecified)	-1	1	0	1	-1	0.2	0	-2	-1	0
Cc1cccc(C)c1NC(=O)COC(=O)c1c(C)nn(-c2ccccc2)c1C	8	2	-1	1	-8	1.8	5	-4	1	0
Cc1c(NC(=O)c2nn3c(C(F)(F)F)cc(-c4ccccc4)nc3c2Br)c(=O)n(-c2ccccc2)n1C	-3	5	9	4	7	-0.4	0	-3	1	-1
COc1ccc(S(=O)(=O)N2CCOC2CNC(=O)C(=O)NCc2ccc3c(c2)OCO3)cc1C (stereo unspecified)	3	4	6	-3	6	1.4	-8	-7	4	8

Reformatted with two lines to a compound: part of the list above
Values run as follows: ASAP1 inh | NPR1 activator | NR1D1 modulator | ARFGAP1 inhibitor | GC-B act | PG9 Ab binder | ABHD4 inh | SMARCA2 activ | HTRA1 inhibitor | rCAG RNA binder
- CCOC(=O)c1c(NC(=O)CC)sc(C(C)=O)c1C
    11 | 4 | -1 | -2 | 4 | 3.8 | -4 | 1 | -1 | -3
- CCCCN1CC(COc2ccc(OC)cc2)OCCS1(=O)=O (stereo unspecified)
    3 | 0 | -1 | -2 | 8 | 0.5 | 2 | -2 | . | 2
- CCN1CCN(Cc2c(O)c(Cl)cc3c(C)cc(=O)oc23)CC1
    10 | 2 | 4 | -1 | -6 | -0.8 | 7 | 3 | 2 | 1
- CC(=O)Nc1nonc1NC(=O)COc1ccccc1
    8 | 1 | 4 | -2 | 0 | -0.1 | -1 | -2 | 1 | 0
- OC1CN=C2C=CC=CN2C1 (stereo unspecified)
    -9 | -3 | 2 | -13 | 5 | 1.6 | 1 | 0 | -3 | 2
- Cc1cccc2cc(CN(CCCN(C)C)C(=S)NCCc3ccccc3)c(=O)[nH]c12
    -3 | -7 | 2 | 1 | -8 | 0.3 | -1 | -1 | 6 | 0
- CCOC(=O)C1CCN(Cc2c(O)ccc3ccccc23)CC1
    -12 | 1 | -1 | 13 | 5 | -1.8 | -3 | -1 | -1 | -1
- CC12CCC(C(=O)N(CCC#N)CCC#N)(CC1=O)C2(C)C (stereo unspecified)
    2 | 2 | -8 | -1 | 3 | 0.0 | -1 | -1 | 1 | 1
- Cc1cccc(-c2oc3ccccc3c2C#CCCCCO)c1
    -9 | -2 | 5 | 7 | -18 | -0.2 | -40 | 6 | -60 | 7
- COc1cccc(OC)c1C(=O)N=c1sc2cc(S(C)(=O)=O)ccc2n1C
    -8 | 5 | 1 | -3 | 2 | 1.1 | 9 | 0 | -9 | -1
- CSc1ncnc2[nH]ncc12
    -10 | 4 | 7 | 5 | 4 | 1.4 | -4 | 1 | 7 | 0
- COC(=O)c1ccc(C2=NOC(C)(c3sc(-c4ccccc4)nc3C)C2)cc1 (stereo unspecified)
    7 | -4 | -3 | -2 | 1 | 1.2 | -13 | 0 | -17 | 6
- N#CC1=C(SCC(=O)c2ccccc2)NC2=C(C(=O)CCC2)C1c1ccco1 (stereo unspecified)
    0 | 6 | 1 | -4 | 5 | 3.8 | 13 | 5 | -6 | 18
- O=C(c1cc2cc([N+](=O)[O-])ccc2s1)N1CCCCC1
    2 | 1 | -1 | 15 | 2 | 0.8 | 6 | 0 | 2 | -2
- Cc1cc(C(=O)Nc2ccc(S(=O)(=O)N3CCCC3)cc2)no1
    -19 | 3 | -8 | -2 | 5 | 1.4 | 0 | 0 | 0 | 2
- O=C(NCCCn1ccnc1)c1cccc(S(=O)(=O)Nc2ccc(F)cc2)c1
    9 | -1 | 7 | 9 | -5 | 1.7 | 8 | 0 | 12 | 2

From PubChem
